# High-throughput results (PubChem BioAssay)
# CCT modulator: cytosolic chaperonin activity modulation | purified chaperonin ATPase assay, HTRF ADP detection, 30 min | 360,000 compounds, 0.3% hits | AID 651819 | activity change, % (test concentration not listed), hits read low; in the data active means activity change below about -30%; further: on the % scale 0 is the no-effect control and ±100 the full control effect
#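 Enzyme 40 or 20 nM (batch-dependent) in Tris pH 7.4/KCl/MgCl2/DTT; cpd 76 uM single point; ATP 10 uM; 30 min 37 °C; Transcreener ADP HTRF detection, 30 min RT; ratio 665/615.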
# TGFb SMAD3 inh: TGF-b pathway inhibition | HepG2 CAGA-GFP TGF-b/SMAD3 reporter, GFP fluorescence, 18 h; TGF-beta stimulated, 500 pg/mL final | Potency, µM (top dose mostly 46.1 µM), without a hit: at the highest dose activity, negative = inhibition, usual class: inhibitors | 410,000 compounds, 1.2% hits; further: potency means the concentration at half of the fitted maximal effect; on the % scale 0 is the no-effect control and ±100 the full control effect; nearly all actives have a fitted effect of over 65% in size
#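 GFP signal (ex488/em500-530) from TGF-beta-stimulated HEPG2 CAGA-GFP cells, 500 pg/mL final, 18 h at 37 degrees C in DMEM plus 1% FBS, normalized to unstimulated and DMSO-stimulated controls.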
# pAkt inh: Akt phosphorylation inhibition. Neuro2A IGF-stimulated pAkt S473 HTRF, 20 min; hits give low values. activity change, % for hits at 50 µM. 360,000 compounds, 0.32% hits. AID 651550; in the data active means activity change below about -80%; inconclusive means mostly about -51% to -80%; further: on the % scale 0 is the no-effect control and ±100 the full control effect
#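 Neuro2A cells (4,500/well, DMEM with 0.5% FBS) were treated with compound at a single 50 µM final concentration, stimulated with 6 nM IGF for 20 min at 37 °C, and lysed. Phospho-Akt Ser473 was read by HTRF as 665/615 ratio ×10^4.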
# Abeta rescue: compounds reversing amyloid beta toxicity in yeast. yeast expressing A-beta42, growth rescue, OD600, 48 h; response scale: 0% DMSO, 100% iron-clioquinol control. Potency, µM (top dose mostly 46.1 µM), for the others: top-dose growth rescue, usual class: activators. 410,000 compounds, 0.063% hits; further: potency means the concentration at half of the fitted maximal effect; nearly all actives have a fitted effect of over 55% in size
#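 Yeast A-beta toxicity model in growth medium with pinned compounds, 48 h at 30 C; growth read as absorbance at 600 nm. Normalized to FeCl3/clioquinol equimolar mix (positive) and DMSO (negative).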
# HepG2 tox: HepG2 cytotoxicity, counter-screen for TGF-b inhibitors; HepG2 CAGA-GFP viability, ATP luminescence, 18 h; Potency, µM (titrated, usually from 46.1 µM), for the others: top-dose activity change, negative = cytotoxicity, most hits filed as cytotoxic; 410,000 compounds, 0.76% hits; AID 588856; further: potency means the concentration at half of the fitted maximal effect; some results filed as inactive show a strong effect at the top dose
#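 HepG2 CAGA-GFP cells (1000/well, DMEM with 1% FBS) received compound, then TGF-beta at 500 pg/mL final, and were incubated 18 hours at 37 degrees C. Viability was read by CellTiter-Glo luminescence. Media-only wells were set as complete cell-killing and DMSO as no toxicity.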
# Nrf2 ARE act: activates Nrf2 signaling. AREc32 ARE-luciferase reporter (MCF7-derived line), luminescence, 24 h. Potency, µM (doses to about 46.1 µM), for inactives: at the top dose activation, actives largely listed as activators. 410,000 compounds, 0.31% hits. AID 624171; further: potency means the concentration at half of the fitted maximal effect; % of control where 0% means no effect; nearly all actives have a fitted effect of over 65% in size
#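 For detection, Steady-Glo was added and plates sat 30 min at RT; before that, AREc32_Fluc cells grown overnight in OPTI-MEM/5% FBS had been treated with 23 nL compound for 24 hr at 37 deg C.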
# Mm-Cpn inhibitor: inhibitors of Methanococcus maripaludis chaperonin (MmCpn). Potency, µM (doses to about 76.9 µM), without a hit: top-dose activity, negative = inhibition, usual class: inhibitors. 330,000 compounds, 0.031% hits. purified Mm-Cpn ATPase, ADP Transcreener TR-FRET; further: potency means the concentration at half of the fitted maximal effect; on the % scale 0 is the no-effect control and ±100 the full control effect; nearly all actives have a fitted effect of over 80% in size
#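 Purified archaeal chaperonin (25 nM final) was preincubated with compound for 10 min at 37°C, then ATP (10 uM final) was added for 30 min at 37°C in Tris pH 7.4/KCl/MgCl2/DTT buffer. ADP was quantified by HTRF Transcreener TR-FRET.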
# A549 tox: A549 cytotoxicity, counter-screen for Nrf2 inhibitors; A549 ARE-Fluc cells, CellTiter-Fluor viability, 18-24 h; Potency, µM (top dose mostly 46 µM), without a hit: top-dose activity change, negative = cytotoxicity, actives largely listed as inhibitors; 390,000 compounds, 0.16% hits; AID 504648; further: potency means the concentration at half of the fitted maximal effect; on the % scale 0 is the no-effect control and ±100 the full control effect
#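 A549 ARE-Fluc cells in 5% FBS OPTI-MEM, 5000 cells/well, rested 2 h then exposed to compounds in concentration-response for 18-24 h at 37 °C. Viability by CellTiter-Fluor fluorescence (Ex 405/Em 525) after 30 min; luciferase luminescence (BugLite, 15 min, RT) read afterwards.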
# Nrf2 block: blocks Nrf2 signaling; A549 ARE-Fluc reporter, luciferase luminescence, 18-24 h; Potency, µM (highest dose often 46 µM), without a hit: at the top dose activity change, negative = inhibition, usual class: inhibitors; 360,000 compounds, 2.1% hits; AID 504444; further: potency means the concentration at half of the fitted maximal effect; on the % scale 0 is the no-effect control and ±100 the full control effect; nearly all actives have a fitted effect of over 60% in size
#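 Concentration-response testing used A549 ARE_Fluc cells at 5000 cells/well. Following an 18-24 h compound incubation, viability was read by fluorescence (Ex 405/Em 525) and luciferase output by luminescence.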
# An asterisk follows results filed as active; i = inactive; ? = inconclusive; · = not tested or not shown; & = joins results of further samples; [ ] = remark or other dose. Unless noted, the call rests on the fitted dose curve; in most records, active means well fitted curve in the direction sought with a large enough effect; inconclusive means small, poorly fitted or top-dose-only effect, or another doubt; inactive means no such curve, though single readings can be large; an effect the other way counts as inactive or inconclusive.
SMILES,CCT modulator,TGFb SMAD3 inh,pAkt inh,Abeta rescue,HepG2 tox,Nrf2 ARE act,Mm-Cpn inhibitor,A549 tox,Nrf2 block
O=C(N[C@@H](Cc1c[nH]c2ccccc12)C(=O)NC1CC1)c1ccccc1Cl,-4.8,-2%,i,-3%,-24%,0.1%,-2%,0%,0%
CCOC(=O)[C@]12CCC=C1N(Cc1cccc3ccccc13)C(=O)[C@H](CC(=O)NCCCN1CCCC1=O)C2,0.8,·,i,-1%,·,0.4%,·,·,·
O=S(=O)(NCCN1CCOCC1)c1cccc(C(F)(F)F)c1,2.3,30%,i,-12%,13%,-1.4%,0%,4%,?
Cc1ccc(C(=O)N/C(=C\c2ccc3c(c2)OCO3)C(=O)N2CCOCC2)cc1,1.1,-14%,i,-3%,4%,-0.7%,3%,-3%,-6%
CC(C)c1ccccc1NC(=S)NCc1ccccc1F,-2.0,-32%,i,10%,-31%,0.2%,0%,19%,0%
COc1ccc(Br)cc1CN(C)C(=O)c1cc(Cl)c2c(c1)OCCO2,-1.1,-19%,i,-31%,-2%,3.0%,-1%,2%,?
COc1ccc2cc(C3CC(c4ccco4)=NN3C(=O)CCC(=O)O)c(Cl)nc2c1 (stereo not given),-0.9,-11%,i,8%,0%,1.8%,-3%,-3%,-13%
CC(C)(C)C(=O)[C@H]1[C@H](c2ccccc2)[C@@]2(N=C(c3ccccc3)OC2=O)C2c3ccccc3C=NN21 (stereo not given in full),1.6,-12%,i,1%,-8%,9.8%,-23%,?,12%
COc1ccc(NC(=O)CN2C(=O)C(C)Oc3ccccc32)cc1OC (stereo not given),0.4,-9%,i,22%,13%,-0.2%,0%,4%,-21%
Cc1cc(O)c(C(c2ccccc2)N2CCCCC2)c(=O)n1Cc1ccco1 (stereo not given),·,-4%,·,1%,4%,-0.4%,·,10%,·
CC(C)c1ccc(NC(=O)CCN2C(=O)[C@@H]3Cc4ccccc4CN3C2=O)cc1,0.3,5%,i,10%,5%,-0.7%,-2%,3%,3%
CN(CC1CCOCC1)C(=O)CC1C(=O)NCCN1Cc1cccc(F)c1 (stereo not given),-0.8,2%,i,?,9%,-0.2%,-1%,0%,-22%
CC1Cc2ccccc2N1C(=O)Cn1cnc2c1c(=O)n(C)c(=O)n2C (stereo not given),-0.8,-8%,i,-12%,1%,-0.5%,-2%,-13%,?
O=C(CSc1nnc(-c2ccncc2)s1)Nc1ccccc1,-0.4,0%,i,7%,-8%,0.4%,-1%,-2%,?
Cc1noc(C)c1COc1ccccc1C(=O)NNC(=O)c1ccc(F)cc1,1.8,1%,i,-6%,-16%,-0.4%,1%,2%,5%
COc1cccc(C(=O)C2CCCN(CC3=Cc4cc(OC)ccc4OC3)C2)c1 (stereo not given),-1.9,-14%,i,-10%,-11%,9.6%,2%,7%,?
Cc1cccc(NC(=O)[C@@H](CC(C)C)NC(=O)[C@@H]2Cc3ccccc3CN2)c1,-0.3,-2%,i,7%,2%,-0.5%,-9%,-11%,5%
COc1ccc(Cc2nnc(NC(=O)c3ccc(OC(C)=O)cc3)s2)cc1OC,-1.1,-5%,i,-5%,-4%,-0.2%,-1%,3%,-14%
COc1ccc(F)cc1CSc1nnnn1-c1ccc(O)cc1,0.5,-22%,i,12%,-13%,3.0%,-1%,-9%,8%
O=C(/C=C/c1ccc(Br)cc1)NC(=S)Nc1ccc(S(=O)(=O)Nc2nccs2)cc1,-1.5,-7%,i,-8%,-5%,-0.1%,1%,-10%,9%
CNC[C@H](O)c1cccc(O)c1,0.1,-19%,i,-2%,-1%,0.7%,-1%,2%,-6%
CC(=O)NC12CC3CC(C1)CC(C(=O)N1CCN(c4ncccn4)CC1)(C3)C2,-3.6,1%,i,5%,-18%,-0.1%,·,0%,-5%
C=COCCNC(=S)Nc1ccccc1,0.5,-20%,i,4%,-25%,-0.4%,-2%,0%,-4%
O=C(OCC(=O)N1CCc2ccccc2C1)c1cccs1,-1.8,5%,i,-6%,20%,2.2%,2%,4%,-15%
Cc1cc(C)c(NC(=O)CN2C(=O)CC(C)S(=O)(=O)c3ccccc32)c(C)c1 (stereo not given),-1.3,-2%,i,6%,-4%,-0.7%,-1%,-3%,1%

# Looked up above:
# Reading of CC(=O)NC12CC3CC(C1)CC(C(=O)N1CCN(c4ncccn4)CC1)(C3)C2 in Abeta rescue: 5%
# Reading of O=C(/C=C/c1ccc(Br)cc1)NC(=S)Nc1ccc(S(=O)(=O)Nc2nccs2)cc1 in Nrf2 ARE act: -0.1%

# An excerpt of these results, with each value named.
> CCOC(=O)[C@]12CCC=C1N(Cc1cccc3ccccc13)C(=O)[C@H](CC(=O)NCCCN1CCCC1=O)C2
  CCT modulator: 0.8
  TGFb SMAD3 inh: ·
  pAkt inh: i
  Abeta rescue: -1%
  HepG2 tox: ·
  Nrf2 ARE act: 0.4%
  Mm-Cpn inhibitor: ·
  A549 tox: ·
  Nrf2 block: ·
> O=C(N[C@@H](Cc1c[nH]c2ccccc12)C(=O)NC1CC1)c1ccccc1Cl
  CCT modulator: -4.8
  TGFb SMAD3 inh: -2%
  pAkt inh: i
  Abeta rescue: -3%
  HepG2 tox: -24%
  Nrf2 ARE act: 0.1%
  Mm-Cpn inhibitor: -2%
  A549 tox: 0%
  Nrf2 block: 0%
> Cc1cccc(NC(=O)[C@@H](CC(C)C)NC(=O)[C@@H]2Cc3ccccc3CN2)c1
  CCT modulator: -0.3
  TGFb SMAD3 inh: -2%
  pAkt inh: i
  Abeta rescue: 7%
  HepG2 tox: 2%
  Nrf2 ARE act: -0.5%
  Mm-Cpn inhibitor: -9%
  A549 tox: -11%
  Nrf2 block: 5%
> CNC[C@H](O)c1cccc(O)c1
  CCT modulator: 0.1
  TGFb SMAD3 inh: -19%
  pAkt inh: i
  Abeta rescue: -2%
  HepG2 tox: -1%
  Nrf2 ARE act: 0.7%
  Mm-Cpn inhibitor: -1%
  A549 tox: 2%
  Nrf2 block: -6%

# The list goes on:
SMILES,CCT modulator,TGFb SMAD3 inh,pAkt inh,Abeta rescue,HepG2 tox,Nrf2 ARE act,Mm-Cpn inhibitor,A549 tox,Nrf2 block
Cc1cccc(C(C)C)c1NS(=O)(=O)c1cn(C)nc1C,-0.4,9%,i,9%,0%,-0.7%,-4%,-1%,-12%
O=C(OCc1nnc(-c2ccccc2)o1)c1cc(F)c(F)cc1Cl,-2.5,-2%,i,1%,-30%,-0.6%,-4%,-5%,-29%
COc1ccc(C2=NOC(C(=O)NCc3cccs3)C2)cc1 (stereo not given),0.2,9%,i,8%,2%,0.7%,-3%,1%,?
Cc1ccc(CN(Cc2cc3cc(C)ccc3[nH]c2=O)Cc2nnnn2Cc2ccccc2)cc1,·,5%,·,·,-5%,·,·,-1%,-3%
COc1ccc(NC(=O)CCS(=O)(=O)c2cccc3nonc23)c(OC)c1,-0.5,2%,-113%*,11%,-30%,0.5%,1%,-1%,-15%
CC(C)Nc1nc2c(c(=O)n(C)c(=O)n2C)n1C,-0.3,-21%,i,0%,-13%,4.4%,-2%,-2%,-28%
COCCCN1CCc2[nH]c(=S)[nH]c(=O)c2C1,0.6,?,i,-12%,9%,-0.3%,2%,4%,3%
O=C(Cn1nnc(-c2cccs2)n1)N1CCc2ccccc2C1,-0.3,5%,i,8%,-17%,0.0%,1%,-8%,7%
CN(CC(=O)Nc1ccc(F)cc1)C(=O)c1ccc(N2C(=O)CCC2=O)cc1,2.2,-3%,i,-8%,4%,-0.1%,2%,0%,8%
CCC(CC)C(=O)Nc1cccc(-c2nc3ccccc3o2)c1,-16,-17%,i,1%,1%,0.2%,0%,1%,?
COc1ccc(-n2c(O)c(C=Nc3ccccc3)c3ccccc3c2=O)cc1OC,-0.4,-1%,i,-2%,12%,-0.1%,0%,-21%,-7%
CC(=O)N1CCC(N(C(=O)Nc2c(F)cccc2F)C(C)C)CC1,-0.7,35%&2%,i,-21%&-3%,3%&1%,1.5%&-1.4%,2%,9%&2%,-1%
Cc1cc(C)cc(C(=O)NCC(=O)OCC(=O)c2c(N)n(C)c(=O)n(C)c2=O)c1,-0.1,-19%,i,23%,-17%,-0.1%,-1%,1%,0%
Cc1cc(Cl)ccc1C(=O)C1CCCN(C(=O)c2snnc2C)C1 (stereo not given),2.0,6%,i,-31%[inhibitor],5%,-0.2%,2%,6%,13%
CCOC(=O)c1noc2nc(C)n(Cc3cccc(C#N)c3)c(=O)c12,·,-11%,·,-7%,3%,-0.9%,·,0%,·
Brc1ccc(CN2CCN(c3ccccn3)CC2)s1,1.4,-8%,i,-8%,-3%,2.2%,-2%,4%,-5%
CCN1C(=O)[C@H]2[C@@H](c3ccc(C)cc3)N3C(=O)N(c4ccccc4)C(=O)[C@@]3(CC)[C@H]2C1=O,1.8,1%,i,-7%,7%,0.5%,0%,-5%,19%
O=C(NCCc1ccccc1)c1ccc(Nc2nc3ccccc3n3nnnc23)cc1,·,10%,·,-21%,4%,3.1%,·,2%,?
Cc1cc(NC(=O)CN2C(=O)c3ccccc3C2=O)no1,1.5,?,i,-7%,4%,-0.8%,-3%,1%,-2%
CC(NC(=O)COC(=O)c1cc([N+](=O)[O-])ccc1N1CCOCC1)c1ccccc1 (stereo not given),-0.8,1%,i,8%,-4%,0.3%,1%,-17%,-3%
